Bioassay records from PubChem BioAssay.
TRHR PAM = qHTS for Small Molecule Agonists and Allosteric Enhancers of Human TRH Receptor: Primary Screen for Enhancers. Thyrotropin-releasing hormone receptor (Homo sapiens), P34981. TRHR cells, fluo-8 calcium fluorescence, EC20 TRH enhancement. enhancement, % at 2 µM. 360,000 tested, 0.66% active. AID 493056, 2011; in the data active means enhancement above about 30%; further: 0% is about no effect
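TRHR-expressing cells loaded with fluo-8 calcium dye were read kinetically (ex 480/em 530) during compound addition, then stimulated with an EC20 of TRH (10 nM final). Enhancement of the Gq-mediated intracellular calcium response was scored.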
TRHR agonist = qHTS for Small Molecule Agonists and Allosteric Enhancers of Human TRH Receptor: Primary Screen for Agonists; Thyrotropin-releasing hormone receptor (Homo sapiens), P34981; TRHR cells, calcium flux fluo-8, FDSS agonist mode; activation, % at 2 µM; 360,000 tested, 0.18% active; AID 493084, 2011; in the data active means activation above about 30%; further: 0% is about no effect
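TRHR-expressing cells, plated overnight in medium with 10% serum, were loaded with fluo-8 calcium dye at room temperature. After a 10 s baseline, library compound was pin-added and calcium release was recorded kinetically (ex 480/em 530) as agonist response.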
RXFP1 antagonist = qHTS Assay for Antagonists of the Relaxin Receptor RXFP1; HEK293-RXFP1, relaxin-stimulated cAMP HTRF, 30 min; stronger effect = lower value; activity change, negative = inhibition, % at 57.5 µM; 350,000 tested, 0.59% active; AID 1259400, 2018;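 active means activity change of -60% or lower, but not beyond a set lower limit; inconclusive means change between -60% and -40%, or beyond the set limit; inactive means change above -40%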; further: on the % scale 0 is the no-effect control and ±100 the full control effect
D1 antagonist = Antagonist of Human D 1 Dopamine Receptor: qHTS; D(1A) dopamine receptor (Homo sapiens), P21728; HEK293 TREx D1 cells, calcium flux, dopamine EC80; stronger effect = lower value; activity change, negative = inhibition, % at 10 µM; 360,000 tested, 3.2% active; AID 504652, 2011; in the data active means activity change below about -30%; further: on the % scale 0 is the no-effect control and ±100 the full control effect
Target sequence (P21728 whole entry, looked up): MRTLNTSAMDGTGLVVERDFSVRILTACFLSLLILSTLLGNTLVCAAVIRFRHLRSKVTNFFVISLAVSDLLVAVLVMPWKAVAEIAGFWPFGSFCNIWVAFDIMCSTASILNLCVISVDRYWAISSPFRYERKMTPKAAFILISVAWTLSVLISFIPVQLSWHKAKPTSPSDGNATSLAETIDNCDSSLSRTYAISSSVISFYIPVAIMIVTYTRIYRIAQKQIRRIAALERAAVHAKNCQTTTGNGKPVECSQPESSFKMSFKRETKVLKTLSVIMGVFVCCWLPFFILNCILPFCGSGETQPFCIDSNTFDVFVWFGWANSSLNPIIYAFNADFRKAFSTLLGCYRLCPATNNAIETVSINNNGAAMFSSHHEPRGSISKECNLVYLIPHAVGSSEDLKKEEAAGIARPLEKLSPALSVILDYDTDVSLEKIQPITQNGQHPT
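Tetracycline-induced HEK293 T-REx cells with force-coupled D1 receptor were loaded with a no-wash calcium dye. Compound was added after a 10 s baseline and read kinetically for 180 s; EC80 dopamine was then added and calcium flux followed another 180 s.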
D1 ag = Allosteric Agonists of the Human D1 Dopamine Receptor: qHTS; 360,000 tested, 1% active; D(1A) dopamine receptor (Homo sapiens), P21728; HEK293 T-REx D1 cells, calcium flux, agonist mode; activation, % at 2 µM; in the data active means activation above about 30%; further: 0% is about no effect
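Tetracycline-induced HEK293 TREx D1 cells, force-coupled to calcium signalling, were dye-loaded with a no-wash calcium kit. Compound was pin-added after a 10 s baseline. Fluorescence was read kinetically at 1 cycle/s for 180 s, with calcium rises flagged as agonism.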
D2 potentiator = HTS Assay for Positive Allosteric Modulators of the Human D2 Dopamine Receptor: Primary Screen for Potentiators; HEK293 T-REx D2, calcium flux, EC20 dopamine potentiation; potentiation, % at 10 µM; 340,000 tested, 0.34% active; AID 485347, 2010;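 active means potentiation over 3 SD above the plate norm, cut at about 30% in these data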; further: 0% is about no effect
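Potentiation of an EC20 dopamine calcium response measured kinetically over 180 s, after a preceding 180 s compound-only read flagging agonists. Cells: inducible Hek293 Trex D2 line, 4000/well, cultured overnight at 30 C before dye loading.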
RXFP1 ag = qHTS Assay for Agonists of the Relaxin Receptor RXFP1; HEK293T-RXFP1 cAMP TR-FRET, 30 min; response scale: percent of porcine relaxin response, buffer zero; Relaxin receptor 1 (Homo sapiens), Q9HBX9; Potency, µM (top dose mostly 57.5 µM), inactives show at the top dose activation, most hits filed as activators; 370,000 tested, 0.3% active; further: potency means the concentration at half of the fitted maximal effect; on the % scale 0 is the no-effect control and ±100 the full control effect; nearly all actives have a fitted effect of over 60% in size; many of its hits are not listed in these tables
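HEK293 cells stably expressing RXFP1, treated 30 min at 37C with compounds plus PDE4 inhibitor Ro 20174; cAMP measured by HTRF TR-FRET. Normalized to buffer and 29 nM porcine relaxin; EC50 by Hill fit.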
Anesthetic bind = qHTS Assay for Identification of Novel General Anesthetics; Potency, µM (titrated, usually from 77.5 µM), inactives show top-dose activity change, negative = displacement, usual class: inhibitors; apoferritin/1-aminoanthracene competitive binding, fluorescence; AID 485281, 2010; 350,000 tested, 0.074% active; Ferritin light chain (Equus caballus), P02791; further: potency means the concentration at half of the fitted maximal effect; on the % scale 0 is the no-effect control and ±100 the full control effect; nearly all actives have a fitted effect of over 20% in size
Target sequence (P02791 2-175 limits assumed): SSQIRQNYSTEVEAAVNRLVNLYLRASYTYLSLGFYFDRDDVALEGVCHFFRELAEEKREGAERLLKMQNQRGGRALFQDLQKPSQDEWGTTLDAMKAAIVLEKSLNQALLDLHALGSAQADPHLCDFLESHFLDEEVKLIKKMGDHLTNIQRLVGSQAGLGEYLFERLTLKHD
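Read-out: endpoint 1-AMA fluorescence, excitation 380 nm and emission 535 nm, after compounds sit 10 min at room temperature with 10 uM horse-spleen apoferritin in 50% saturated 1-AMA/PBS. Values come from four-parameter Hill fits.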
D1 PAM = Potentiators of Human D1 Dopamine Receptor: qHTS | AID 504651, 2011 | HEK293 TREx D1 cells, calcium flux, dopamine EC20 potentiation | 360,000 tested, 0.036% active | D(1A) dopamine receptor (Homo sapiens), P21728 | potentiation, % at 10 µM; in the data active means potentiation above about 30%; further: 0% is about no effect
* marks the source's active call; other numbers are inactive results; u = inconclusive; x = not tested or not shown. Unless noted, the call rests on the fitted dose curve; in most records, active means well fitted curve in the direction sought with a large enough effect; inconclusive means small, poorly fitted or top-dose-only effect, or another doubt; inactive means no such curve, though single readings can be large; an effect the other way counts as inactive or inconclusive. These rows are one share of the data; count on the stated rates, not on these rows.

SMILES	D1 antagonist	RXFP1 ag	D2 potentiator	Anesthetic bind	D1 ag	TRHR PAM	RXFP1 antagonist	D1 PAM	TRHR agonist
CCOc1nc2cnccc2n(CC(=O)Nc2ccccc2C(=O)OC)c1=O	-6	2.7%	-4	-3%	2	-2	2	1	0.0
CCCCCCc1nnc(NC(=O)c2ccco2)s1	11	2.6%	15	-4%	4	1	11	-7	-0.8
CCOc1cccc2sc(=NC(=O)c3ccco3)n(CC(=O)OC)c12	4	4.5%	-5	-4%	2	5	11	4	-0.4
COc1ccc(-c2nc(C(=O)Nc3ccc(C(C)=O)cc3)nn2-c2cccc(Cl)c2)cc1	-1	-6.1%	x	u	0	13	x	-2	1.2
O=C(NN1CCOCC1)NC12CC3CC(CC(C3)C1)C2	2	-0.9%	8	6%	1	1	16	-4	0.7
COc1cccc(-n2nc(-c3ccnn3-c3ccc(C)cc3)c(=O)n(C)c2=O)c1	1	-0.1%	1	-13%	4	0	-6	2	-0.4
CC(C)(C)NC(=O)CN(C(=O)CS(=O)CC(=O)Nc1ccc(F)cc1)c1cccc(F)c1 (configuration not stated)	0	-2.5%	-12	-6%	3	-3	-2	0	-0.6
CC1CCCCN1C(=O)CCc1nnc(Cc2c[nH]c3ccccc23)o1 (configuration not stated)	8	0.3%	8	-11%	1	7	-5	0	-0.3
Cc1ccc(C(=O)OCc2c(C)noc2C)cc1NC(=O)c1ccco1	-1	-0.6%	14	-3%	0	7	-1	2	-2.7
O=C(CCN1C(=O)COc2ccccc21)N1CCCCC1	-7	-0.9%	5	-5%	-2	-1	-13	-7	0.0
Cc1ccc(/C=C2\SC(=S)N(CCCC(=O)NNC(=O)c3ccccc3O)C2=O)cc1	-5	0.7%	-3	6%	6	-3	-3	-6	0.5
O=C(NCCN1CCOCC1)c1ccc2c(c1)N(Cc1ccc(F)cc1)C(=O)c1ccccc1S2(=O)=O	0	-0.1%	1	-2%	0	-11	-2	2	0.3

(continued)
SMILES	D1 antagonist	RXFP1 ag	D2 potentiator	Anesthetic bind	D1 ag	TRHR PAM	RXFP1 antagonist	D1 PAM	TRHR agonist
COc1ccccc1OCC(O)Cn1c(Br)nc2c1c(=O)[nH]c(=O)n2C (configuration not stated)	-29	2.0%	-8	-9%	1	-16	-3	4	0.2
CCOC(=O)C1=C(CN2CCCCC2)NC(=O)NC1c1ccc(C)cc1 (configuration not stated)	5	0.2%	-4	-5%	-1	9	x	2	-0.7
CCn1nnnc1SCC(=O)N1CCN(Cc2ccc3c(c2)OCCO3)CC1	-1	0.4%	-1	x	2	-1	-1	-1	1.0
CCOC(=O)c1c(C)[nH]c(C(=O)OC(C)C(=O)NC2CCCCC2C)c1C (configuration not stated)	6	3.7%	0	x	1	-6	-2	0	-0.4
COC(=O)c1cccc(NC(=O)CCCOc2cccc(C)c2)c1	-6	-0.6%	-12	u	9	-8	-4	-4	1.0
Cc1[nH]nc2c1C(c1ccc(-c3ccccc3C#N)o1)C(C#N)=C(N)O2 (configuration not stated)	-4	4.4%	-3	u	2	-2	-9	0	0.3
Cc1ccc(C(=O)N/N=C\c2cccs2)cn1	-4	0.0%	x	-2%	1	-2	-22	-1	0.9
COc1ccc(C)cc1-n1c(=O)c2ccccc2c2ccccc2c1=O	-7	-1.4%	4	-17%	3	-4	-17	-3	-0.1
CCN(CC)C(=O)c1cc([N+](=O)[O-])cc2c1-c1ccc([N+](=O)[O-])cc1C2=C(C#N)C#N	-15	4.6%	2	-5%	1	2	15	-2	-0.1
CCOc1ccc(NC(=O)C(CC)NC(=O)c2ccccc2CO)cc1 (configuration not stated)	5	-0.6%	24	-9%	2	13	6	0	-0.9
COc1ccc(CCC(=O)NNC(=O)c2ccc(F)cc2)cc1	-30*	3.1%	-1	-2%	1	8	-8	-4	0.3
O=c1cc(CO)oc(C(Nc2ccccn2)c2ccc(F)cc2)c1O (configuration not stated)	0	0.2%	-10	u	2	-2	-5	-4	-0.1

Later entries:
SMILES	D1 antagonist	RXFP1 ag	D2 potentiator	Anesthetic bind	D1 ag	TRHR PAM	RXFP1 antagonist	D1 PAM	TRHR agonist
Cc1ccc(NC(=O)COC(=O)c2ccc(-n3cccn3)cc2)cc1C	-15	u	-10	x	0	-3	2	0	-0.2
O=C(/C=C/c1ccc(Cl)cc1)N(Cc1ccccc1)C1CCS(=O)(=O)C1 (configuration not stated)	-3	3.9%	5	-3%	2	-1	3	2	0.6
CN1CCN(S(=O)(=O)c2ccc(N(C)CC(=O)Nc3ccc(F)cc3)nc2)CC1	-20	-0.4%	-3	-10%	0	-1	x	-4	0.3
COc1cccc(CN(C)C(=O)c2cc(-c3ccc(OC)c(OC)c3)nc3ccccc23)c1	10	-2.2%	-2	0%	3	-8	7	-7	2.1
CCC(C)NC(=O)Cn1c(-c2ccccc2)cc(C(C)=O)c1C (configuration not stated)	-8	0.0%	4	-1%	2	3	0	4	0.7
COc1ccc(C2C(C(=O)Nc3cc(C)on3)c3ccccc3C(=O)N2C)cc1OC (configuration not stated)	1	0.5%	3	-6%	2	0	1	1	0.3
COc1ccc(C(=O)NCC(=O)OCC(=O)NC2CCCC2)cc1	-8	0.6%	5	-5%	1	-4	2	-7	0.2
CCOc1ccc(NC(=O)Cn2nnc(-c3ccccc3NC(=O)C3CC3)n2)cc1	-9	1.2%	-3	-12%	2	-3	-2	-4	-1.3
O=C(CS(=O)CC(=O)N(c1ccccc1)C(C(=O)NC1CCCC1)c1cccs1)Nc1ccc(F)cc1 (configuration not stated)	-2	1.7%	-3	1%	4	-1	3	-3	-0.1
COc1ccccc1NC(=O)c1nnn(-c2ccc(F)cc2)c1C	2	-0.8%	19	-7%	-1	3	x	1	0.3
Cc1cccc(C)c1NC1=NCCCCC1	23	1.3%	2	-1%	0	-9	-3	0	0.4
CCOC(=O)c1c(S(=O)(=O)NCCCc2ccco2)c(C)n(C)c1C	-12	1.2%	x	0%	3	1	3	-18	-0.4

Carrying on:
SMILES	D1 antagonist	RXFP1 ag	D2 potentiator	Anesthetic bind	D1 ag	TRHR PAM	RXFP1 antagonist	D1 PAM	TRHR agonist
COc1ccc(C(=O)Nc2cccc(NC(C)=O)c2)cc1OC	-6	2.1%	-10	-8%	2	0	5	-4	0.3
COc1cccc(C(=O)NCC(=O)N/N=C/c2cccc(OC(=O)c3ccc([N+](=O)[O-])cc3)c2)c1	-5	-0.4%	x	5%	1	6	-5	-3	-1.1
Cc1nn(C(C)C)c(C)c1CN1CCC(C(=O)Nc2cccc(-c3cccc(F)c3)c2)CC1	8	-0.3%	-23	-15%	32*	1	-82*	-7	1.3
CCOc1cc(CNC(C)(C)CO)cc(Br)c1OCc1ccc(Cl)cc1Cl	15	-1.1%	9	-16%	17	-7	-23	-2	0.9
O=C(CCCc1nc2ccccc2s1)NCc1ccc(F)cc1	-1	-0.9%	9	-12%	2	2	3	0	-0.5
O=C1CSC(=Nc2ccc(O)cc2)N1	-3	-0.6%	4	1%	3	1	14	-6	0.6
COCCSc1ccccc1C(=O)Nc1ccc(Cl)cc1	-15	1.0%	-6	-12%	0	0	-4	2	-0.9
C=CCSc1nnc(NC(=O)C2CC(=O)N(Cc3ccc(C)cc3)C2)s1 (configuration not stated)	2	-2.6%	5	x	0	0	-3	4	-0.1

7 entries already listed, ordered by number of heavy atoms, low to high.
SMILES	D1 antagonist	RXFP1 ag	D2 potentiator	Anesthetic bind	D1 ag	TRHR PAM	RXFP1 antagonist	D1 PAM	TRHR agonist
O=C1CSC(=Nc2ccc(O)cc2)N1	-3	-0.6%	4	1%	3	1	14	-6	0.6
Cc1cccc(C)c1NC1=NCCCCC1	23	1.3%	2	-1%	0	-9	-3	0	0.4
COCCSc1ccccc1C(=O)Nc1ccc(Cl)cc1	-15	1.0%	-6	-12%	0	0	-4	2	-0.9
O=C(CCCc1nc2ccccc2s1)NCc1ccc(F)cc1	-1	-0.9%	9	-12%	2	2	3	0	-0.5
CCOC(=O)c1c(S(=O)(=O)NCCCc2ccco2)c(C)n(C)c1C	-12	1.2%	x	0%	3	1	3	-18	-0.4
CCOc1cc(CNC(C)(C)CO)cc(Br)c1OCc1ccc(Cl)cc1Cl	15	-1.1%	9	-16%	17	-7	-23	-2	0.9
Cc1nn(C(C)C)c(C)c1CN1CCC(C(=O)Nc2cccc(-c3cccc(F)c3)c2)CC1	8	-0.3%	-23	-15%	32*	1	-82*	-7	1.3
